Arr AP2 block = inhibitors of human beta-arrestin and AP2 interaction; FITC-arrestin peptide / GST-AP2 beads, flow cytometry; AP2 beta2 appendage carries R879A mutation; 340,000 tested, 0.31% active; inhibition, % at 10 µM; AID 504490;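 active = inhibition above a set limit, near 3 SD of compounds lacking own fluorescence, cut at about 54% in these data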;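 note: plate controls were DMSO wells for no effect and 5 µM unlabelled arrestin peptide for full effect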
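System: GST-AP2 R879A glutathione beads; medium: PBS, Tween 20 0.05%, BSA 0.1%; reagent: fluorescein-tagged arrestin peptide at 50 nM final; schedule: pre-incubation 12 min, peptide binding 1 h, room temperature; detection: flow cytometry, FL1 (488/535 nm); read-out: inhibition as reduced fluorescein signal on beads, percent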
MOR-DOR ag = OPRM1-OPRD1 heterodimerization agonism | cells, luminescence | 340,000 tested, 0.3% active | activation, % at 9.3 µM; in the data active = activation above about 18%;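 note: 0% = vehicle-treated cells and 100% = reference agonist; values of inactives mirror those of a sister screen read the other way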
E coli growth = reduces bacterial viability in AddAB counter-screen; AID 449728; inhibition, % at 11.9 µM; 330,000 tested, 0.27% active; E. coli V3065 growth, OD600 absorbance, 18 h;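 active = inhibition above the campaign's mean inhibition across all tested compounds plus 3 SD, cut at about 9.9% in these data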;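 note: uninfected addAB+ strain grown without phage in ampicillin broth; 0% = DMSO wells and 100% = ciprofloxacin 0.95 µg/ml wells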
DSG3 Ab inh = blocks pemphigus antibody binding to human desmoglein-3. binding (percent of control), % at 10 µM. AID 588358. 310,000 tested, 0.48% active. DSG3-coupled beads, scFv-anti-DSG3-GFP binding, flow cytometry; hits give low values. P32926;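 active = binding more than 3 SD below its plate's average and above zero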;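 note: hits lower antibody fragment binding to DSG3; some compounds called inactive have numbers as strong as hits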
Target sequence (P32926 whole entry, looked up, the tested form may be a part): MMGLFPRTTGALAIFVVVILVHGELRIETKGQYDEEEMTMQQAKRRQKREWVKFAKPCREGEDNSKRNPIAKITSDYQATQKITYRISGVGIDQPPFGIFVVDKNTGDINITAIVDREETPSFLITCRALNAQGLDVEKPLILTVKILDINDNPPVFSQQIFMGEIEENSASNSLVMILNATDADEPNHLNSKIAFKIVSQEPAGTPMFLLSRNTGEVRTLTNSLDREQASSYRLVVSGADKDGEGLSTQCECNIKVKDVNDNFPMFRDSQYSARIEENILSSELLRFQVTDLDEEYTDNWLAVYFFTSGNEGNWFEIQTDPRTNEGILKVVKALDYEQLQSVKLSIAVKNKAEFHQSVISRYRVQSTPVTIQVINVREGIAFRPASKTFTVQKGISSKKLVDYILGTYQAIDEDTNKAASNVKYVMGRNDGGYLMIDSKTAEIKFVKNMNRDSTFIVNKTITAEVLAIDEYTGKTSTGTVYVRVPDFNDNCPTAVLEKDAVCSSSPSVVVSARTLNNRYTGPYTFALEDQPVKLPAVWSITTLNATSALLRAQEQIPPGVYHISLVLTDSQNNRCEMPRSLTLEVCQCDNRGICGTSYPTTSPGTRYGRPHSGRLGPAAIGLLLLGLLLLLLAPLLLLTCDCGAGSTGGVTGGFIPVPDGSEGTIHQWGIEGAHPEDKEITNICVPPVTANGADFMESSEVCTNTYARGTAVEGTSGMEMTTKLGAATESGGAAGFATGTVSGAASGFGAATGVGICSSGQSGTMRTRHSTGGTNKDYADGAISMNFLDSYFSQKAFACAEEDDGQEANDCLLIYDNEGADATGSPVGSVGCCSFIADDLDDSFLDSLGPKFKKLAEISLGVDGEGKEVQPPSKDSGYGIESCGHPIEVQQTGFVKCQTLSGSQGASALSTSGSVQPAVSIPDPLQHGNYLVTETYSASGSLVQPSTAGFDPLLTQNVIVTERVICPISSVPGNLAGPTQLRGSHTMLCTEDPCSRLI
phage Ecoli inh = E. coli growth loss with phage present; growth absorbance; inhibition, % at 11.9 µM; 360,000 tested, 0.26% active; in the data active = inhibition above about 11%
Mot1-301 SUMO = inhibitors of SUMOylation pathway: yeast Mot1-301 growth rescue | S. cerevisiae Mot1-301 growth rescue, ATP luminescence, 38.5C; percent above DMSO median, 100 means doubled | growth rescue, % at 18.8 µM | 320,000 tested, 1% active | AID 2716;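 active = every valid replicate shows activation above 250% relative to neutral control wells; inactive = the rest, any valid replicate at or below 250%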;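 note: OY570 slx delta 5 strain wells were the positive control but not used for scaling; some compounds called inactive have numbers as strong as hits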
Tat export inh = E. coli Tat transport inhibition; E. coli MC4100 TorA-mCherry Tat export, fluorescence; inhibition, % at 10 µM; 340,000 tested, 0.036% active; AID 488895;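 active = mean replicate inhibition at least 50% and at least half of replicates individually reaching 50%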;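 note: exported cargo escapes ClpAP degradation while cytoplasmic cargo is degraded and loses fluorescence; 0% = median of neutral control wells and 100% = median of NaSCN control wells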
AddAB inh = less growth of phage-infected E. coli with AddAB | E. coli expressing H. pylori AddAB, absorbance growth | inhibition, % at 11.9 µM | 330,000 tested, 0.29% active | AID 435030; in the data active = inhibition above about 12%;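 note: 0% = vehicle wells of infected cells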
PKA-R1A activ = activators of PKA-R1A complex. P00514+P68181. PKA-R1A dissociation, Cy5-IP20 fluorescence polarization; scaled: DMSO 0%, 113 µM cGMP 100%. activation, % at 11.4 µM. 340,000 tested, 0.083% active;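 active = percent activation above the mean of all tested compounds plus 3 SD, cut at about 19% in these data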;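 note: higher means more PKAc released from R1A so a rise in polarization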
PfHsp90 set2 = growth inhibition of yeast expressing Plasmodium Hsp90. S. cerevisiae expressing PfHsp90, BacTiter-Glo ATP, 48 h; yeast lacking PDR1 and PDR3 efflux regulators. inhibition, % at 9.4 µM. AID 504621. 310,000 tested, 0.32% active;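 active = every replicate shows inhibition above about 80%, whatever the replicate mean, limit read from the data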;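 note: 0% = DMSO neutral controls and 100% = 20 µM radicicol positive controls; yeast relying on Plasmodium falciparum Hsp90 in place of its own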
OPRM1-OPRD1 inv = inverse agonist of human OPRM1-OPRD1 heterodimerization | P35372+P41143 | cell-based MOR-DOR heterodimer luminescence, inverse agonism | inhibition, % at 9.3 µM | 340,000 tested, 0.21% active; in the data active = inhibition above about 22%, passing the limit was not always enough;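 note: 0% = cells with DMSO and 100% = wells without cells with DMSO; values of inactives mirror those of a sister screen read the other way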
* marks the source's active call; other numbers are inactive results; . = no result given; & = joins results of further samples.

Start of the listing, in advance, 3 compounds:
Values run as follows: AddAB inh, PfHsp90 set2, MOR-DOR ag, PKA-R1A activ, OPRM1-OPRD1 inv, Tat export inh, Arr AP2 block, Mot1-301 SUMO, E coli growth, DSG3 Ab inh, phage Ecoli inh
- CC(=O)N1C[C@H]2CON(C)[C@H]2C[C@H]1c1cccc(-c2ccccc2C)c1
    ., 7, -2.8, -4, 13, 15, 6, ., ., 102, -0.2
- COc1cccc(/C=C2\SC(N3CCCC(C)C3)=NC2=O)c1OC (stereo not drawn)
    -0.7, -30, -2.3, 6, 11, -7, 5, -7, -0.1, 108, 1.4
- Cc1ccc2c(Cl)cc(Cl)c(OCC(=O)Nc3cc(S(=O)(=O)N(C)C)ccc3C)c2n1
    2.6, -20, 7.2, 5, -52, -15, 3, -12, -1.6, 94, 2.8

The whole of this part, previewed entries included:
Values run as follows: AddAB inh, PfHsp90 set2, MOR-DOR ag, PKA-R1A activ, OPRM1-OPRD1 inv, Tat export inh, Arr AP2 block, Mot1-301 SUMO, E coli growth, DSG3 Ab inh, phage Ecoli inh
- CC(=O)N1C[C@H]2CON(C)[C@H]2C[C@H]1c1cccc(-c2ccccc2C)c1
    ., 7, -2.8, -4, 13, 15, 6, ., ., 102, -0.2
- COc1cccc(/C=C2\SC(N3CCCC(C)C3)=NC2=O)c1OC (stereo not drawn)
    -0.7, -30, -2.3, 6, 11, -7, 5, -7, -0.1, 108, 1.4
- Cc1ccc2c(Cl)cc(Cl)c(OCC(=O)Nc3cc(S(=O)(=O)N(C)C)ccc3C)c2n1
    2.6, -20, 7.2, 5, -52, -15, 3, -12, -1.6, 94, 2.8
- S=C(NCc1ccco1)Nc1ccc(Cl)c(Cl)c1
    8.9, -9, 4.1, -4, -24, -3, 14, -10, 8.3, 117, 8.7
- CCN(CC)S(=O)(=O)c1ccc2oc(C(=O)NCCN3CCOCC3)c(C)c2c1
    3.9, -21, -2.1, -12, 13, -3, -1, -11, 1.7, ., 0.0
- NC(=O)Nc1ccc(C(=O)OCC(=O)NC2CCCc3ccccc32)cc1 (stereo not drawn)
    0.3, ., -2.0, 6, 10, 4, 17, 17, 0.9, 94, 2.1
- O=C(CC1C(=O)NCCN1Cc1ccccc1C(F)(F)F)NC1CCCCCC1 (stereo not drawn)
    5.2, 10, -4.7, 7, 24, -5, 27, 20, -1.9, 101, 4.0
- ClCC1=Nc2ccccc2Cc2ccccc21
    -0.7, ., ., ., ., ., -8, -6, -2.3, 94, 0.5
- CCCCOc1ccc(S(=O)(=O)NNC(=O)C2Cc3c(ccc4ccccc34)O2)cc1 (stereo not drawn)
    -0.2, ., 6.7, -2, -36, 29, 23, -15, 1.0, 104, 1.7
- C[C@H](NC(=O)C1CCN(S(=O)(=O)c2ccccc2)CC1)C(=O)NCc1ccc(Cl)cc1Cl
    -0.7, 1, -2.5, -5, 13, 2, 17, -10, -0.5, 104, 2.5
- Cc1cccc(NC(=O)CCN2C(=O)c3cccc([N+](=O)[O-])c3C2=O)c1
    2.9, 4, 0.0, -9, 0, 10, -2, -20, -1.4, 140, -1.9
- COc1ccc(N(CC(=O)N2CCCCCC2)S(=O)(=O)c2ccc(OC)c(OC)c2)cc1
    3.2, -13, -2.8, -5, 15, -8, 3, -3, -2.6, 108, 2.8
- CCn1c(=O)c2sccc2n(Cc2ccccc2)c1=O
    -1.4, 8, -1.4, -12, 6, -4, 23, -3, -1.7, 109, .
- CN(C)C(=O)c1ccc(-c2nnc(NCc3ccccc3)c3ccccc23)cc1
    0.0, 5, -1.0, 9, 6, -4, 0, 0, 1.0, 99, 2.4
- CCOC(=O)N1CCC(n2c(SCC(=O)Nc3ccccc3OC)nc3ccccc3c2=O)CC1
    5.7, ., -0.5, -2, 3, 7, -5, 164, -1.0, 101, -2.4
- O=C(/C=C/c1ccccc1)Nc1ccc(NC(=O)c2cccs2)cc1
    -0.2, 19, -1.7, -5, 9, 1, -7, -6, 0.5, ., 1.8
- C[C@H]1COC(=O)CCCC/C=C\C[C@H](CC(=O)N(CCO)Cc2ccccc2)C(=O)N1
    1.2, 12, -0.7, 5, 4, -2, -12, -5, -0.3, 99, 6.3
- CCn1ncc(CN2CCC(Oc3ccc(C(=O)N4CCCC4)cc3)CC2)c1C
    1.1, -18, -1.9, 5, 10, 1, 13, 2, 1.9, ., -0.6
- Fc1ccccc1OCCSc1nc2ccccc2o1
    5.8, 40, 9.9, -5, -45, 11, -11, -4, 1.4, ., 1.7
- COc1cccc(/C=N/Nc2snc(SC)c2C#N)c1
    -1.4, -1, 8.4, -6, -49, 4, -2, 0, 3.0, 110, 1.7
- Cc1ccnn1CCC(=O)N1CCCC(Nc2ccc(F)c(F)c2)C1 (stereo not drawn)
    1.1, -3, -1.5, -1, 8, -2, 67*, -5, -2.3, 0.9*, -0.2
- COc1ccc(-c2noc(-c3ccccc3C(=O)NCC3CCCO3)n2)cc1 (stereo not drawn)
    3.2, -7, -4.0, 2, 20, -8, 7, 2, 3.0, 107, -0.5
- Cc1c(C(=O)OCc2nc3scc(-c4ccccc4)c3c(=O)[nH]2)cccc1[N+](=O)[O-]
    -2.0, -1, 5.8, 1, -39, 1, 20, 5, -1.3, 96, 0.4
- Cn1c(N)c(N2CCN(c3ccccc3)CC2)c(=O)[nH]c1=O
    0.8, 0, -2.0, 4, 10, -12, 10, 4, -1.8, 102, 3.9
- O=C(CCCN1C(=O)c2ccccc2C1=O)NCc1cccnc1
    1.0, 1, -1.8, 3, 9, 3, 8, -9, 2.0, 102, 2.2
- Cc1ccc(SCCC(=O)OCn2nnc3ccccc3c2=O)cc1
    0.3, -31, -0.8, 0, 4, 2, 35, -4, -0.2, 97, 2.3
- CC1CC(C)CN(CC(=O)N2CCOCC2)C1 (stereo not drawn)
    0.3, -30, -1.8, 0, 9, -3, -4, -18, 0.4, 97, 1.1
- CCC1Oc2ccccc2N(CC(=O)Nc2ccc3c(c2)OCCO3)C1=O (stereo not drawn)
    2.7, ., 0.1, 2, 0, -2, -3, -2, -0.5, 98, 2.8
- COc1ccc(C(=O)NNC(=O)C23CC4CC(CC(C4)C2)C3)cc1OC
    -0.9, 20, -2.4, 3, 9, -9, 4, -3, -2.1, ., 2.1
- O=C(CCSCc1ccccc1Cl)NC1CCCC1
    1.3, -19, 0.1, -8, 0, -6, 5, 1, -0.4, 99, 2.6
- CCOC(=O)c1c(C)n(-c2ccccc2)c2ccc(O)cc12
    5.0, -9, 1.5, 0, -7, 1, 2, 5, 0.6, 100, 5.3
- CCOc1ccc(-n2c(SCC(N)=O)nc3c([nH]c4ccccc43)c2=O)cc1
    1.3, 11, 3.9, -6, -20, 1, 4, ., 0.2, 103, 3.9
- O=C(CCC1CCCC1)NCCS(=O)(=O)N1CCN(c2ccccc2)CC1
    0.0, 12, -1.6, 6, 9, -18, -26, -17, -1.3, 109, 2.4
- CCCc1ccc(C(=O)NNC(=O)c2ccc(Br)cc2)cc1
    0.5, 8, 2.5, -10, -13, 1, -12, 4, 0.2, 110, 2.8
- CC1CCCN(C(=O)C2CCN(S(=O)(=O)c3cccs3)CC2)C1 (stereo not drawn)
    ., -3, 0.4, -13, -2, -1, 26, ., ., 97, 4.2
- Nc1ccc(S(=O)(=O)O)cn1
    -2.8&0.7&2.8, 9&-10&-17, -1.3&-0.7&-1.1, -4&-8&-3, 7&4&7, -3&-4&-4, 38&13&16, 0&18&-9, -2.6&0.7&1.7, 100&102&108, -0.8&2.5&1.6
- COc1ccc2c(c1)CCc1c(C(=O)NCc3cccnc3)noc1-2
    2.9, 10, -0.8, -4, 5, -2, 15, -3, 1.4, 95, 1.8
- COC(=O)C1=C(C(=O)OC)[C@@H]2N(C)c3ccccc3[C@@]23C[C@@H](C(=O)OC)N=C3N1
    3.9, ., -1.1, 3, 6, -3, 6, -4, -1.9, 108, 2.0
- COC(=O)c1sccc1NC(=O)C12CC3CC(CC(C3)C1)C2
    0.5, ., -3.4, -4, 18, 3, -1, 5, 0.0, 89, 2.3
- O=C(Nc1cccc(NC(=O)c2cccs2)c1)c1ccco1
    4.4, ., -3.2, -1, 19, 6, -5, -1, -1.6, ., 2.5
- CCc1ccccc1NC(=O)CN1CCN(CC(=O)Nc2cc(C)ccc2OC)CC1
    3.3, -10, -1.0, -3, 7, -4, -3, 128, -0.6, ., 1.5
- CCN(Cc1cc2cccc(C)c2[nH]c1=O)C(=O)c1ccccc1OC
    2.6, 13, -1.9, 6, 12, -13, -18, ., 2.3, 104, 1.3
- CN(C)c1ccc(C2/C(=C(/O)c3ccc(Br)cc3)C(=O)C(=O)N2C)cc1 (stereo not drawn)
    1.2, -7, -0.6, -3, 3, 0, 11, -19, 1.1, 93, 0.6
- Cc1ccc2sc(NC(=O)CSc3nc(C)cc(C)c3C#N)nc2c1
    0.0, -12, 3.7, -6, -20, 3, -8, -18, -2.7, 105, 7.2
- COc1cc(/C=N/NC(=O)C(=O)N2CCCC2)ccc1O
    -0.3, -32, -2.1, -6, 12, 4, -11, 12, 2.2, 99, 2.7

2 entries from above in another layout.
structure	AddAB inh	PfHsp90 set2	MOR-DOR ag	PKA-R1A activ	OPRM1-OPRD1 inv	Tat export inh	Arr AP2 block	Mot1-301 SUMO	E coli growth	DSG3 Ab inh	phage Ecoli inh
CN(C)c1ccc(C2/C(=C(/O)c3ccc(Br)cc3)C(=O)C(=O)N2C)cc1 (stereo not drawn)	1.2	-7	-0.6	-3	3	0	11	-19	1.1	93	0.6
CCN(Cc1cc2cccc(C)c2[nH]c1=O)C(=O)c1ccccc1OC	2.6	13	-1.9	6	12	-13	-18	.	2.3	104	1.3

Assay outcomes deposited in PubChem BioAssay by several laboratories.
